High-throughput results as filed in PubChem.
PAD4 inh: PAD4 (human) enzyme inhibition. actives 0.41% (n = 330,000). inhibition, % at 6.36 µM. recombinant PAD4, RCA probe fluorescence polarization;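 active = percent inhibition above a cutoff equal to the mean of all tested compounds plus 3 SD, cut at about 15% in these data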;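 also: 0% = PAD4 with RCA probe and DMSO and 100% = probe without PAD4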
Target sequence (Q9UM07 whole entry, looked up): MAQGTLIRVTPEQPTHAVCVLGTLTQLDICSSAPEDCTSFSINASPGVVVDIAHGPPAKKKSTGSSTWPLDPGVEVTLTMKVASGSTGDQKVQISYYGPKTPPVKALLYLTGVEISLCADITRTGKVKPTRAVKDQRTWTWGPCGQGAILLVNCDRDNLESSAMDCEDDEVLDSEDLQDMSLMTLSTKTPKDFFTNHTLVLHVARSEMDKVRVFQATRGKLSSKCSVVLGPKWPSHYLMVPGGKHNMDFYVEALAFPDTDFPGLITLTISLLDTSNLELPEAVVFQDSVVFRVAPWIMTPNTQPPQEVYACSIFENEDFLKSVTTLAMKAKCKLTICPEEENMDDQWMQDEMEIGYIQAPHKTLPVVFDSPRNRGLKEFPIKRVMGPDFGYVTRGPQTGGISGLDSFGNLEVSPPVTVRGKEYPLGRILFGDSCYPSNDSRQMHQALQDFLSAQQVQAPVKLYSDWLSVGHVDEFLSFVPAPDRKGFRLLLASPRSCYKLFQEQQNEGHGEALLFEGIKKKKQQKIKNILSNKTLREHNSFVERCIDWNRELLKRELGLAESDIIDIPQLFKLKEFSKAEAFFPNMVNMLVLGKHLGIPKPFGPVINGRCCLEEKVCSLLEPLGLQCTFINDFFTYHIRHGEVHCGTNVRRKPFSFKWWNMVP
GSTO1 counter: GSTO1 inhibition, counter-screen for RBBP9 inhibitors | P78417 | recombinant GSTO1, activity-based probe fluorescence polarization | inhibition, % at 5.96 µM | actives 1.1% (n = 300,000);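 active = inhibition above the campaign mean inhibition plus 3 SD, cut at about 35% in these data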;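 also: 0% = GSTO1-1 with DMSO and 100% = wells lacking GSTO1-1 enzyme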
Target sequence (P78417 whole entry, looked up): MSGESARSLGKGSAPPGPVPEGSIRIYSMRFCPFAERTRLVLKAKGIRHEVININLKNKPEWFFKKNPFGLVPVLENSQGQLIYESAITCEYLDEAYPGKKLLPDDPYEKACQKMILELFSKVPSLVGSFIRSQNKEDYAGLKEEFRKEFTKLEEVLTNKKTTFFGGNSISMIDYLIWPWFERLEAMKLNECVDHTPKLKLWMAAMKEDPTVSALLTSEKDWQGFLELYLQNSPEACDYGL
PAFAH1B3 inh: blocks human PAF acetylhydrolase 1B catalytic subunit 3. Q15102. recombinant PAFAH1B3, FP-rhodamine probe, fluorescence polarization. inhibition, % at 3.39 µM. actives 0.28% (n = 340,000). AID 492972;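 active = inhibition above the screen-wide average of all tested compounds plus 3 SD, cut at about 25% in these data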;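 also: 0% = enzyme with DMSO only and 100% = wells lacking PAFAH1B3 protein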
PAFAH2 FP inh: PAFAH2 (human) inhibition | Q99487 | recombinant PAFAH2, FP-rhodamine activity probe, fluorescence polarization | inhibition, % at 3.39 µM | actives 0.99% (n = 340,000) | AID 492956;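 active = inhibition above the mean over all tested compounds plus 3 SD, cut at about 30% in these data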;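 also: inhibitors block probe labeling of enzyme so polarization drops; 0% = enzyme with DMSO and 100% = wells lacking PAFAH2 protein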
pPAFAH inh: inhibitors of human plasma PAF acetylhydrolase (pPAFAH); recombinant pPAFAH, FP-rhodamine probe fluorescence polarization; AID 463082; actives 1.5% (n = 330,000); inhibition, % at 3.39 µM;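 active = inhibition above the mean inhibition across the screen plus 3 SD, cut at about 25% in these data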;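 also: inhibitors block binding of the rhodamine activity-based probe so polarization drops; 0% = enzyme with DMSO and 100% = wells lacking pPAFAH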
PAFAH1B2 inh: PAFAH1B2 (human) inhibition. P68402. actives 1.2% (n = 340,000). inhibition, % at 3.39 µM. AID 492953. recombinant PAFAH1B2, FP-rhodamine activity probe, fluorescence polarization;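 active = inhibition above the mean of all tested compounds plus 3 SD, cut at about 24% in these data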;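 also: 0% = enzyme with DMSO and 100% = wells lacking PAFAH1B2; many of its hits are not listed in these tables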
LYPLA1 counter: counter-screen for PME1 inhibitors: inhibitors of human LYPLA1 | recombinant LYPLA1, FP-Rh probe fluorescence polarization | AID 2174 | inhibition, % at 5.9 µM | O75608 | actives 0.16% (n = 320,000);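 active = inhibition above the mean of all tested compounds plus 3 SD, set per campaign, cut at about 14% in these data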;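 also: inhibitors block serine hydrolase probe labeling of LYPLA1 so polarization falls; 0% = enzyme with DMSO and 100% = wells lacking LYPLA1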
PME-1 primary: blocks human protein phosphatase methylesterase 1. inhibition, % at 5.9 µM. recombinant PME-1, FP-Rh probe fluorescence polarization. Q9Y570. actives 0.53% (n = 320,000);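 active = inhibition above the campaign mean of all compounds plus 3 SD, cut at about 26% in these data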;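 also: competitive labeling of PME-1 active site by serine hydrolase directed probe; 0% = PME-1 with DMSO and 100% = wells lacking PME-1 enzyme; inhibitors block probe labeling so polarization falls and inhibition rises; many of its hits are not listed in these tables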
Fam108B counter: counter-screen for RBBP9 inhibitors: inhibitors of mouse Fam108B. recombinant Fam108B, FP-Rh probe fluorescence polarization. actives 0.33% (n = 300,000). inhibition, % at 9.51 µM;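 active = inhibition above the screen mean inhibition plus 3 SD, computed separately per campaign, cut at about 18% in these data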;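 also: inhibitors lower polarization as less probe binds the enzyme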
The depositor's hits bear a star; . = no result given.

SMILES | PAD4 inh | GSTO1 counter | PAFAH1B3 inh | PAFAH2 FP inh | pPAFAH inh | PAFAH1B2 inh | LYPLA1 counter | PME-1 primary | Fam108B counter
CCC(=O)Nc1cccc(NC(=O)CSc2nnnn2C)c1 | 2 | 1 | -1 | 0 | -3 | 4 | -1 | -2 | 0
COc1cc(C)c(S(=O)(=O)N2CCCC2)cc1C | -5 | 0 | 2 | 5 | 2 | 4 | -1 | 0 | 1
CCc1ccc(N2CC(C)Cn3c2nc2c3c(=O)n(CCN3CCOCC3)c(=O)n2C)cc1 (centres undefined) | 2 | -4 | 4 | 11 | 1 | 6 | -1 | 5 | 2
CC(=O)N1c2ccc(S(=O)(=O)N(C)CC(=O)Nc3ccccc3C)cc2CC1C (centres undefined) | -4 | -6 | 1 | 1 | 1 | -3 | 3 | 2 | -2
CC(=O)c1ccc(NC(=O)CSc2nccn2CCc2ccccc2)cc1 | 6 | 4 | 11 | 2 | 2 | 4 | -2 | -3 | 1
CCn1ccnc1CN(C)Cc1nc(-c2ccc(C(=O)OC)cc2)no1 | -3 | 0 | -1 | -14 | 2 | -1 | 4 | -9 | -2
O=C(Nc1cccc(F)c1)c1ccc(S(=O)(=O)N2CCCCC2)cc1 | 1 | -5 | 10 | -7 | 1 | -3 | -6 | 0 | -4
CCCCCCN1Cc2ccccc2C1 | -6 | 3 | 7 | -4 | 2 | 2 | 0 | -4 | -3
CC1CCCN(c2nc3c(c(=O)[nH]c(=O)n3C)n2CCCc2ccccc2)C1 (centres undefined) | -2 | 0 | 5 | 3 | -2 | 6 | 3 | 24 | 3
CC(C)OC(=O)/C(=C\c1ccccc1)NC(=O)c1ccccc1 | 1 | -1 | -3 | -2 | 4 | 6 | -4 | 1 | -2
O=C(N/N=C/c1cccc([N+](=O)[O-])c1)c1ccncc1 | -4 | -5 | 4 | -1 | 0 | 6 | 0 | 2 | 0
O=C(CCC(=O)c1ccc(-c2ccccc2)cc1)Nc1cccnc1 | -6 | 3 | 2 | 10 | 5 | 1 | 3 | -22 | -12
Cc1cc(NC(=O)COc2coc(CN3CCN(c4ccccc4F)CC3)cc2=O)no1 | 1 | 6 | 1 | 4 | 0 | 0 | -1 | -4 | 2
O=C(CCN1CCN(c2ccc(F)cc2)CC1)Nc1ccccc1F | 0 | -4 | 3 | -5 | 6 | 2 | -1 | 3 | 5
Cc1ccccc1NC(=O)CCc1c(C)nn(-c2ccc(N3CCOCC3)nn2)c1C | -6 | 2 | 5 | -4 | 3 | 0 | -3 | -2 | -3
COC(=O)[C@]1(C)N[C@H](CN(C)S(=O)(=O)c2ccc(OC(F)(F)F)cc2)[C@@H]2C(=O)N(Cc3ccccc3)C(=O)[C@@H]21 | -1 | . | 8 | -1 | 1 | 9 | . | . | .
COc1ccc(CNC(=O)c2nnn(-c3cccc(C(F)(F)F)c3)c2N)cc1 | -1 | 2 | 2 | 3 | -2 | 2 | 1 | 1 | 3
N#Cc1ccccc1COc1cccc2c1CCCC2O (centres undefined) | 4 | -6 | 4 | 1 | 8 | 8 | -3 | 2 | 0
Cc1cc2cc(C(c3nnnn3Cc3ccco3)N3CCc4ccccc4C3)c(=O)[nH]c2cc1C (centres undefined) | -8 | -2 | -1 | -1 | 16 | 3 | -4 | -3 | -11
Cc1ccccc1OCC(=O)Nc1ccc(C(N)=O)cc1 | -3 | 1 | 2 | -3 | 5 | 2 | -3 | 1 | 0
COc1ccc(C2C3=C(CCCC3=O)Nc3nc(C(F)(F)F)nn32)cc1OC (centres undefined) | -5 | 0 | 7 | 1 | 3 | 4 | -3 | -5 | 2
CCN(CC)S(=O)(=O)c1ccc(/C=C/C(=O)OCC(=O)Nc2ccc(S(N)(=O)=O)cc2)cc1 | 0 | 6 | -3 | 3 | 5 | 2 | 0 | -3 | -4
CCCC(CCC)C(=O)Nc1cccc(C(=O)O)c1 | -2 | 10 | -3 | 6 | -2 | 7 | 0 | 1 | 1
Cc1ccc(OCC(=O)NCC(=O)Nc2ccc(F)cc2)c([N+](=O)[O-])n1 | -4 | -5 | 6 | -1 | -9 | 1 | 1 | 3 | -3
N=c1ccn(CC(=O)c2ccc(-c3ccccc3)cc2)cc1 | 0 | 10 | 9 | -3 | -2 | 1 | -3 | -5 | -2
Following part:
SMILES | PAD4 inh | GSTO1 counter | PAFAH1B3 inh | PAFAH2 FP inh | pPAFAH inh | PAFAH1B2 inh | LYPLA1 counter | PME-1 primary | Fam108B counter
COc1ccc(-c2cc(CC3(C(=O)O)CCN(C(=O)OC(C)(C)C)CC3)on2)c(OC)c1 | 0 | 3 | 8 | 9 | 5 | 3 | 0 | 1 | 1
COc1cc(OC)c(C(=O)OC(C)C(=O)NCc2ccc3c(c2)OCO3)cc1OC (centres undefined) | -2 | . | 5 | 7 | 7 | 4 | . | . | .
COC(=O)CN1C(=O)[C@H]2[C@@H](/C=C/c3ccccc3)N3C(=O)CN(Cc4ccccc4)C(=O)[C@@]3(C)[C@H]2C1=O | -1 | 2 | 6 | 11 | 5 | 3 | -2 | -3 | 2
COc1ccc(CN(C)C(=S)Nc2ccc(OC(F)F)cc2)cc1 | 1 | 14 | 0 | 1 | 1 | 1 | 7 | -1 | 2
CC(C)c1ccc(C(O)Cc2nc3ccccc3n2C)cc1 (centres undefined) | 1 | 1 | -3 | -5 | 0 | 10 | -1 | 4 | 2
Cc1ccc(N(C=NC#N)CC(=O)N2CCN(c3ccccc3)CC2)cc1 | 2 | 3 | -4 | -5 | 1 | 5 | -1 | -1 | -1
COCCNC(=O)COc1ncnc2scc(-c3ccc(F)cc3)c12 | -9 | 1 | -2 | 1 | 0 | 6 | -5 | -2 | 1
Cc1ccc(-c2csc3ncn(CC(=O)N4CCOCC4)c(=O)c23)cc1C | -1 | 1 | 15 | 0 | 4 | 4 | 1 | 5 | -3
O=C(CCNS(=O)(=O)c1ccc(Cl)cc1)OCC(=O)N1CCN(C(=O)c2ccco2)CC1 | -7 | -12 | 3 | -2 | 9 | 4 | -3 | 2 | 3
O=C(COC(=O)c1cccs1)NCc1cccs1 | -4 | 2 | 0 | 44* | 8 | 1 | 2 | -4 | -1
Cc1cc(C)c(S(=O)(=O)N2CCOCC2)cc1C | -10 | 2 | 7 | 8 | -3 | 11 | -1 | -1 | -1
Cc1ccc(S(=O)(=O)N(c2ccc(Br)cc2)C2C=CS(=O)(=O)C2)cc1 (centres undefined) | -1 | -7 | 4 | 3 | 7 | 8 | 0 | -3 | -2
COCCNC(=O)c1cccc(OC2CCN(Cc3ccc(Cl)c(F)c3)CC2)c1 | -4 | 4 | 3 | 9 | 10 | -1 | -4 | 0 | -2
COc1ccc(/C=N/NC(=S)Nc2c(C)n(C)n(-c3ccccc3)c2=O)cc1OC | -2 | 6 | 4 | 7 | -1 | -3 | -2 | -8 | 6
O=C(NC1CCCC1)C(c1cccnc1)N(CCc1ccccc1)C(=O)c1ccco1 (centres undefined) | 2 | 8 | . | . | -8 | . | 0 | -6 | 0
CCN(CC)c1nc2c3c(nc4c(c3c1C#N)CC(=O)N4c1ccc(Cl)cc1)NC(C)=N2 | -8 | 30 | 14 | 15 | 64* | 15 | -10 | 27* | 24*
COc1cc(C(=O)NCc2nc(C)cs2)ccc1OC1CCN(C(C)=O)CC1 | -1 | -4 | -1 | -2 | -5 | 1 | 0 | -4 | 2
N/C(=N\OC(=O)c1ccc(F)cc1)c1ccc(Br)cc1 | 0 | 9 | 3 | -1 | -5 | 2 | -5 | -6 | 1
CCN(Cc1cccs1)C(=O)CN1C(=O)NC(c2ccccc2)(c2ccccc2)C1=O | 1 | . | 11 | 4 | 0 | -1 | -3 | 12 | .
O=C(c1cccn2c(=O)c3cc(Br)ccc3nc12)N1CCN(c2ccccn2)CC1 | 5 | 7 | 5 | -2 | 2 | -2 | 1 | 4 | 2
CCN(CC)C(=O)c1sc(NC(=O)c2ccc3c(c2)OCO3)c(C(N)=O)c1C | -7 | -2 | -2 | 2 | -4 | 2 | -1 | 5 | -2
O=C(Nc1c(C(=O)N2CCCCC2)cnn1-c1ccccc1)c1ccco1 | -2 | -1 | 0 | 6 | 3 | -1 | 2 | 2 | 0
CCN(CC)c1ccc(S(=O)(=O)N2CCOCC2)cc1NC(=O)CSc1n[nH]c(N)n1 | -2 | 1 | 15 | 8 | -5 | 5 | -5 | 5 | -1
CCCCC(c1nnnn1C(C)C)N1CCN(C(=O)c2ccco2)CC1 (centres undefined) | -3 | 3 | -9 | -5 | -4 | -2 | -2 | 3 | 0
O=C1CN(C(=S)NC(=O)c2ccc(-c3ccccc3)cc2)CCN1 | -4 | -9 | 10 | 1 | 2 | 5 | 5 | -8 | 0
Next section.
SMILES | PAD4 inh | GSTO1 counter | PAFAH1B3 inh | PAFAH2 FP inh | pPAFAH inh | PAFAH1B2 inh | LYPLA1 counter | PME-1 primary | Fam108B counter
CN1CCCC1CCNc1ccc2sc3ccccc3c(=O)c2c1 (centres undefined) | -2 | 15 | 2 | 4 | -3 | -1 | 4 | 7 | -3
Cc1ccc(N(C)C(=O)N2CCN(S(=O)(=O)c3ccc(C)cc3)CC2)cc1 | 1 | 0 | 1 | 0 | 4 | 1 | 2 | -6 | 4
NC1(C#Cc2ccc3oc(=O)c(-n4cc(C5(O)CCCCC5)nn4)cc3c2)CCCCC1 | -2 | . | 7 | 2 | 2 | 4 | . | . | .
COc1cccc(CNC(=O)COC(=O)CNC(=O)c2ccc(-c3ccccc3)cc2)c1 | -4 | . | 9 | 10 | 8 | -1 | -2 | -5 | .
Cc1cc2c(cn1)C(CCC#N)(CCC#N)c1ccccc1-2 | 4 | 7 | -4 | -2 | 3 | 4 | 1 | 0 | 0
CC1(C)C=C(c2ccc(C=O)s2)CC(C)(C)N1C=O | 1 | -2 | 6 | 4 | 4 | 9 | 0 | -1 | -3
O=C(COc1cccc2cccnc12)N1CCc2ccccc2C1 | 1 | -4 | 7 | 2 | 4 | 2 | 3 | 5 | 2
COc1ccc(N2CCN(C(=O)CSc3nnc(CNc4ccccc4)o3)CC2)cc1 | 2 | 9 | 11 | 5 | 2 | 2 | 12 | 4 | -2
CC1=C(C(=O)N2CCOCC2)C(c2ccc(-c3ccccc3)cc2)NC(=S)N1 (centres undefined) | 3 | -9 | 8 | 4 | 2 | 1 | -2 | 2 | 0
Cc1cc(NC(=O)C2CCN(S(=O)(=O)c3cccs3)CC2)no1 | -2 | 15 | 9 | 5 | 1 | 6 | -4 | 1 | 2
NC(=O)C(c1ccc(Br)cc1)c1ccc(C(=O)c2ccccc2)cc1 (centres undefined) | -6 | -7 | 1 | 2 | 4 | 1 | -2 | 1 | -4
Cc1cc(C)n(C(=O)CSc2nc3ccccc3o2)n1 | -2 | 4 | 1 | -1 | 6 | 2 | 5 | 1 | 1
Cc1ccccc1NC(=S)N1CCC(NC(=O)c2ccco2)CC1 | 2 | 9 | -4 | -1 | 0 | 1 | 2 | 10 | 2
COc1ccc(/C=N/Nc2nccnc2Cl)c(OC)c1 | -4 | 11 | 9 | 11 | 0 | 4 | -2 | 2 | -3
Clc1cccc(NCc2cn3cccnc3n2)c1 | -3 | 3 | 2 | 1 | 1 | 9 | -2 | -4 | 3
COc1ccc(NC(=O)Nc2nnc(C(C)C)s2)cc1 | -2 | 7 | 9 | 6 | 9 | 1 | -2 | 9 | 3
O=C(Cc1ccc(S(=O)(=O)N2CCOCC2)s1)NCC(=O)Nc1ccccc1Br | -2 | -2 | 9 | 12 | 1 | -2 | -1 | -5 | -3
Cc1ccc(Cl)cc1NS(=O)(=O)c1ccc2oc(=O)ccc2c1 | 3 | 0 | 1 | -12 | 8 | -2 | -2 | 4 | -1

The list is partial; count on the stated rates, not on these rows.
